Screening results as filed in PubChem BioAssay.
Hsp70 act – transcriptional activators of Hsp70; 200,000 compounds, 0.04% hits; HeLa Hsp70 promoter luciferase reporter, luminescence; scaled: vehicle 0, proteasome-inhibitor control 100%; activation, % at 10 µM;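 active means activation above the mean across all tested compounds plus 3 SD, cutoff set per campaign, cut at about 5.5% in these data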;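 further: 100% = MG132 at 30 µM as the positive control and 0% = DMSO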
APP 5'UTR act – APP 5'UTR luciferase reporter activation. SH-SY5Y APP 5'UTR luciferase reporter, luminescence; zero percent = DMSO vehicle wells. activation, % at 2 µM. 190,000 compounds, 1% hits;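 active means activation above a set limit, based on mean plus 3 SD of controls, cut at about 140% in these data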; further: values of inactives mirror those of a sister screen read the other way
STAT3 inh – reduces IL-6 driven STAT3 reporter signal; AID 862; 190,000 compounds, 0.89% hits; inhibition, % at 5.5 µM; U3A cells, IL-6 STAT3-luciferase reporter, luminescence; host cell line lacks STAT1;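 active means inhibition above the mean inhibition across all screened compounds plus 3 SD, cut at about 44% in these data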;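 further: 0% = DMSO only wells and 100% = 100 µM nifuroxazide control wells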
NF-kB neuron act – compounds increasing NF-kB expression in human neuronal cells. NF-kB reporter expression; hits give high values. fold change at 12.5 µM. 190,000 compounds, 1.6% hits. AID 1239; in the data active means fold change above about 3.3
STAT1 inh – reduces IFN-gamma driven STAT1 reporter signal | NIH 3T3 STAT1-luciferase reporter, luminescence | inhibition, % at 5.5 µM | 200,000 compounds, 0.35% hits;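 active means inhibition above a set limit, the mean inhibition across all tested compounds plus 3 SD, cut at about 34% in these data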;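 further: 0% = IFN-gamma with DMSO and 100% = IFN-gamma with 300 µM nifuroxazide; values of inactives mirror those of a sister screen read the other way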
APP 5UTR inh – APP translation inhibition; inhibition, % at 2 µM; SH-SY5Y APP 5'UTR-luciferase reporter, luminescence; 190,000 compounds, 0.82% hits; AID 1285;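 active means inhibition above a set limit, derived from the sample mean plus 3 SD, cut at about 45% in these data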; further: values of inactives mirror those of a sister screen read the other way
FLuc inhib CS – Photinus pyralis luciferase inhibition counter-screen | ATPLite firefly luciferase biochemical luminescence, 10 min | inhibition, % at 10 µM | 200,000 compounds, 1.5% hits | AID 1006;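 active means inhibition above about 50% when tested at 10 µM, limit read from the data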
Target sequence (P08659 whole entry, looked up): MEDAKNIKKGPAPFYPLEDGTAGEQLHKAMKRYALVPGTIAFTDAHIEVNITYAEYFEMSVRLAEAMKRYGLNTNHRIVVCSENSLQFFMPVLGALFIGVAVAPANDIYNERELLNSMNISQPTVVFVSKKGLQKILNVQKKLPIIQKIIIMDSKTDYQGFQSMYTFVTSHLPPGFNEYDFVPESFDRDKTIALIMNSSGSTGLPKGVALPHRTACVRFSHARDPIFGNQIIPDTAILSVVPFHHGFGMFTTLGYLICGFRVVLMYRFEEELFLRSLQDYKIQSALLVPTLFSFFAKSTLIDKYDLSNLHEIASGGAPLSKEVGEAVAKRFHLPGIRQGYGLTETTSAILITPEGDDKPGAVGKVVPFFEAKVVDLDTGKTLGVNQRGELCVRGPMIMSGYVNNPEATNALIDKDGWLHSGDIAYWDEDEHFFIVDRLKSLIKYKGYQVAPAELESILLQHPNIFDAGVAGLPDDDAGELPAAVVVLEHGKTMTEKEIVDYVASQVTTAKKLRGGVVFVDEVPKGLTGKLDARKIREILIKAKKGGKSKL
STAT1 act – increases IFN-gamma driven STAT1 reporter signal; NIH 3T3 STAT1-luciferase reporter, luminescence; 100% = IFN-gamma alone, no compound; activation (% of control), % at 5.5 µM; 200,000 compounds, 2.6% hits;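 active means activation above the screen-wide mean activation plus 3 SD, cut at about 130% in these data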;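 further: raw ratio to IFN-gamma control signal so 100% means no change and 0% no light; values of inactives mirror those of a sister screen read the other way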
RAM network inh – inhibitors of the yeast RAM network; S. cerevisiae dse1pr::URA3 reporter, 5-FOA growth OD615, 2 d; analog-sensitive cbk1-as2 kinase mutant strain; inhibition, % at 50 µM; 190,000 compounds, 1.8% hits; AID 868;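 active means inhibition above a set limit, 3 SD over mean compound inhibition, cut at about 8.4% in these data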;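 further: 0% = DMSO-only wells with no growth and 100% = 10 µM 1-NA-PP1 full growth; inhibition rescues growth on 5-FOA so higher OD means more RAM inhibition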
STAT3 act – increases IL-6 driven STAT3 reporter signal. U3A cells, IL-6 STAT3-luciferase reporter, luminescence; 100% = signal with IL-6 EC80 alone. activation (% of control), % at 5.6 µM. 190,000 compounds, 0.91% hits. AID 871;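 active means activation above the screen-wide mean of compound activation plus 3 SD, cut at about 130% in these data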;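 further: 0% = background luminescence of wells with medium and substrate only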
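System – human U3A cells carrying STAT3-luciferase construct · Probe or stimulus – Interleukin-6, 33 ng/mL · Schedule – compound 1 h, then IL-6 6 h at 37 °C · Signal – luminescence from STAT3-driven luciferase reporter · Evaluation – percent of IL-6-only median luminescence · Benchmarks – IL-6-only high control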
The depositor's hits bear a star; · = not tested or not shown.

SMILES	Hsp70 act	APP 5'UTR act	STAT3 inh	NF-kB neuron act	STAT1 inh	APP 5UTR inh	FLuc inhib CS	STAT1 act	RAM network inh	STAT3 act
O=C(COC(=O)c1ccc(F)cc1)NCCc1ccc(F)cc1	0.1	-2	-8	0.84	-1	2	-1	100	0.8	113
CCC(c1nnnn1Cc1ccco1)N1CCN(c2cc(Cl)ccc2C)CC1 (configuration not stated)	-0.4	4	12	0.89	4	-4	-10	96	2.3	98
Cc1[nH]c2ccccc2c1SCC(=O)N1CCC(C)CC1	0.0	5	18	1.2	1	-5	-2	99	0.4	89
COc1ccccc1-c1cc(C(=O)Nc2sc3c(c2C#N)CCC(C)C3)c2ccccc2n1 (configuration not stated)	-0.1	12	-2	0.94	9	-12	-6	91	5.5	107
Nc1cc(=O)[nH]c(SCC(=O)Nc2cc(S(=O)(=O)N3CCOCC3)ccc2Cl)n1	-0.3	37	6	1.1	8	-37	-3	92	1.0	100
CCOC(=O)c1cc(-c2ccc(OC)cc2)nc2c1c(C)nn2CCC(N)=S	-0.1	-15	18	0.64	-4	15	-7	104	0.8	91
CCCCCCCC(=O)N/N=C(\C)c1cccnc1	0.2	5	5	1.1	0	-5	-11	98	1.8	99
COc1ccc(OC)c(S(=O)(=O)n2nnc3cc(Cl)ccc32)c1	0.5	7	5	1.1	5	-7	-3	95	-0.7	98
Cc1sc(NC(=O)C2CC(Cl)=CCC2C(=O)O)c(C#N)c1C (configuration not stated)	-0.1	-9	3	1.1	10	9	-7	90	3.7	102
CCCCOC(=O)c1ccc(NC(=O)/C=C/c2cccs2)cc1	-0.1	3	3	1.2	-19	-3	2	117	15*	97
O=C(NC(=S)Nc1ncc(Br)cc1Br)c1cncc(Br)c1	0.4	-7	9	1.3	-4	6	37	104	2.8	95
COCCNC(=S)Nc1ccc(Cl)c(Cl)c1	-0.3	2	7	1.2	-3	-2	-10	101	0.5	98
CCn1c(=O)cc(OCC(=O)NCCCN2CC(C)CC(C)C2)c2ccccc21 (configuration not stated)	-0.1	1	-2	1.4	-3	-1	-5	103	0.9	103
CC(C)(C)NC(=O)C1CCCN(S(=O)(=O)c2cccc3cccnc23)C1 (configuration not stated)	0.1	·	11	0.91	0	·	-9	100	1.4	98
CCc1ccccc1NC(=O)C(CC)Sc1nc2cc3c(cc2c(=O)n1Cc1ccco1)OCO3 (configuration not stated)	0.0	-3	0	1.1	7	3	-4	94	2.1	105

3 records picked at random from those above, as already listed:
SMILES	Hsp70 act	APP 5'UTR act	STAT3 inh	NF-kB neuron act	STAT1 inh	APP 5UTR inh	FLuc inhib CS	STAT1 act	RAM network inh	STAT3 act
Cc1sc(NC(=O)C2CC(Cl)=CCC2C(=O)O)c(C#N)c1C (configuration not stated)	-0.1	-9	3	1.1	10	9	-7	90	3.7	102
Nc1cc(=O)[nH]c(SCC(=O)Nc2cc(S(=O)(=O)N3CCOCC3)ccc2Cl)n1	-0.3	37	6	1.1	8	-37	-3	92	1.0	100
COc1ccc(OC)c(S(=O)(=O)n2nnc3cc(Cl)ccc32)c1	0.5	7	5	1.1	5	-7	-3	95	-0.7	98

(list continues)
SMILES	Hsp70 act	APP 5'UTR act	STAT3 inh	NF-kB neuron act	STAT1 inh	APP 5UTR inh	FLuc inhib CS	STAT1 act	RAM network inh	STAT3 act
O=C1CC(N2CCc3ccccc32)C(=O)N1c1ccc(F)cc1 (configuration not stated)	-0.1	19	5	1.1	-13	-19	-8	110	1.6	98
COc1cccc(NC(=S)/C(=C(\[O-])c2ccc(OC(F)F)cc2)[n+]2ccccc2)c1	-0.2	20	6	1	-2	-20	-7	100	1.5	100
C=CCc1c(C)nc2c(C(=O)O)cnn2c1C	0.0	12	5	1.1	-5	-12	-5	105	0.1	97
COc1ccc(-c2c(C#N)c(C)nc3c2C(=O)c2ccccc2-3)cc1	0.0	-3	16	1.1	4	3	-4	96	3.9	90
NC(=O)C(c1ccc(Cl)cc1)c1ncc(C(F)(F)F)cc1Cl (configuration not stated)	-0.3	19	15	1.1	9	-19	-8	92	-1.6	92
Cn1c(Cn2c(=O)sc3ccccc32)nnc1SCC(N)=O	-0.3	-12	4	1	0	12	-6	100	0.1	97
CCc1ccc(C(C(=O)NC2CCCCC2)N(C(=O)c2ccccn2)c2cccnc2)cc1 (configuration not stated)	-0.1	-1	1	0.97	0	1	-6	99	3.2	104
CCCOc1ccc(C(O)(CCC)CCN2CCCCC2)cc1 (configuration not stated)	-0.2	-1	9	0.94	14	1	-12	86	-0.1	96
CCC(C(=O)Nc1cc(Cl)ccc1OC)c1ccccc1 (configuration not stated)	-0.3	-2	-1	1.2	-10	2	-6	109	5.3	103
Cc1ccc(S(=O)(=O)N(CC(=O)N2CCC(C)CC2)c2ccccc2)cc1	-0.3	7	3	1	3	-7	-1	96	6.1	99
COC(=O)c1c(-c2ccc(OC)c(OC)c2)csc1N	-0.2	-1	-8	1.1	-2	1	-4	102	-1.5	107
COC(=O)c1ccc(CSc2nnc(CS(=O)Cc3ccc(Br)cc3)n2-c2ccccc2)cc1 (configuration not stated)	-0.3	7	10	1	-1	-7	-8	101	2.5	98
COCCn1c(C)cc(C(=O)COC(=O)C23CC4CC(CC(O)(C4)C2)C3)c1C	-0.5	126	34	0.95	-27	-126	19	124	2.7	79
CC(C)[C@H](NC(=O)NCCc1ccc(Cl)cc1)C(=O)O	-0.4	-6	12	1	2	6	-6	98	-0.2	93
CCOc1ccc2c(c1)c1nnc(SCC(=O)N3CCC(C)CC3)nc1n2C	-0.2	-10	5	0.54	3	10	4	97	1.3	95
Clc1cccc(OCc2nc(-c3ccncc3)n[nH]2)c1	-0.2	-6	4	0.98	2	6	-6	97	0.8	103
COC(=O)C(CC(C)C)NC(=O)C(N)Cc1ccccc1 (configuration not stated)	-0.4	20	8	0.97	-3	-20	-7	103	0.3	99
Cc1cccc(C)c1NC(=O)CSc1nnnn1-c1ccc(C(=O)O)cc1	-0.1	-3	6	1	17	3	-5	84	2.5	99
CC(=O)Nc1ccc(OC(F)(F)Cl)cc1	-0.2	2	4	1.1	-1	-2	-2	100	-1.0	99
COc1ccc(C(C)(C)C)cc1NC(=O)Nc1ccc2c(c1)OCO2	-0.1	1	-19	1.1	-7	-1	-7	107	3.7	120
CN(C)c1ccc2c(O)cc(=O)n(C)c2c1	-0.2	-5	-8	1.1	3	5	-11	98	3.6	111
CC(=O)c1ccc(NCC(=O)N2CCN(c3ccccc3)CC2)cc1	0.1	1	4	0.71	15	-1	-7	86	2.9	97
O=C(NNS(=O)(=O)c1ccccc1[N+](=O)[O-])c1ccc(F)cc1	-0.2	14	1	1	-3	-14	-11	101	0.8	102
Cc1nc(NCCCO)c(C#N)c2c1COC(C)(C)C2	0.0	3	-4	1	6	-3	-5	95	0.9	108
CC1(C)CSC(=S)N1S(=O)(=O)c1ccccc1	0.1	5	6	1	8	-5	-6	92	-0.4	99
CCN(CC)c1ccc(CN2CCCCCC2)cc1	-0.3	-10	0	0.88	3	10	-2	97	-0.3	109
Cc1nc2ccccc2n1CC(=O)NN	-0.3	9	4	1.6	5	-9	-2	95	1.5	103
CCOC(=O)c1cn(Cc2c(C)c(C)c(C)c(C)c2C)nn1	-0.4	-3	-3	1.1	2	3	7	98	3.4	105
Cc1ccc(C(=O)Nc2ncc(Cc3ccc(SC(F)F)cc3)s2)cc1	-0.1	-93	-8	3.2	-1	93*	-2	101	4.9	102
O=[N+]([O-])c1ccc(CSc2nc3ccccc3[nH]2)cc1	-0.4	81	-3	2.3	-45	-81	65*	141*	2.6	98
CC(C)OC(=O)Cn1cnc2ccc(Br)cc2c1=O	0.1	7	3	1.2	-9	-8	0	108	0.6	99
COc1ccc(NC(=S)NCCN2CCOCC2)cc1	-0.3	-4	8	0.95	-2	4	-4	100	0.2	96
CCCn1c(C)cc(C(=O)COC(=O)c2c(C)nn(-c3ccccc3)c2C)c1C	-0.4	1	9	0.99	0	-1	0	100	7.4	98
C/C(=N\OCC(=O)Nc1nc2ccccc2s1)c1ccccc1	-0.2	20	-2	1	-5	-20	-7	105	7.1	100
COc1ccc(NC(=O)Nc2cccc(NC(C)=O)c2)c(OC)c1	0.5	-1	13	1.2	2	1	0	96	5.5	93
CCC(=O)Nc1ccc(C(=O)NNC(=O)c2ccc([N+](=O)[O-])cc2)cc1	0.7	-16	-5	1.1	-9	16	-5	108	2.6	107
COc1ccc(CCN(C)CCC(=O)Nc2c(C)cc(C)cc2C)cc1OC	-0.2	-8	10	1.3	7	8	-4	94	0.0	97

By substructure: those above containing fluorine
SMILES	Hsp70 act	APP 5'UTR act	STAT3 inh	NF-kB neuron act	STAT1 inh	APP 5UTR inh	FLuc inhib CS	STAT1 act	RAM network inh	STAT3 act
O=C(COC(=O)c1ccc(F)cc1)NCCc1ccc(F)cc1	0.1	-2	-8	0.84	-1	2	-1	100	0.8	113
O=C1CC(N2CCc3ccccc32)C(=O)N1c1ccc(F)cc1 (configuration not stated)	-0.1	19	5	1.1	-13	-19	-8	110	1.6	98
COc1cccc(NC(=S)/C(=C(\[O-])c2ccc(OC(F)F)cc2)[n+]2ccccc2)c1	-0.2	20	6	1	-2	-20	-7	100	1.5	100
NC(=O)C(c1ccc(Cl)cc1)c1ncc(C(F)(F)F)cc1Cl (configuration not stated)	-0.3	19	15	1.1	9	-19	-8	92	-1.6	92
CC(=O)Nc1ccc(OC(F)(F)Cl)cc1	-0.2	2	4	1.1	-1	-2	-2	100	-1.0	99
O=C(NNS(=O)(=O)c1ccccc1[N+](=O)[O-])c1ccc(F)cc1	-0.2	14	1	1	-3	-14	-11	101	0.8	102
Cc1ccc(C(=O)Nc2ncc(Cc3ccc(SC(F)F)cc3)s2)cc1	-0.1	-93	-8	3.2	-1	93*	-2	101	4.9	102
